NFkB transloc inh = blocks IL-1B driven NFkB nuclear translocation in HUVEC cells; inhibition, % at 2 µM; HUVEC IL-1B NFkB p65 nuclear translocation imaging; 94,000 compounds, 0.43% hits; AID 796;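 active means inhibition above about 30% together with a positive call from visual inspection of the well image, limit read from the data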;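 further: nuclear over cytoplasmic p65 intensity ratio measured by imaging; 0% = IL-1B stimulated DMSO wells and 100% = unstimulated DMSO wells; values of inactives mirror those of a sister screen read the other way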
Bcl-B TR3 displacers = displacers of TR3 peptide from Bcl-B, primary screen, selectivity assay for Bfl-1 inhibitor project, biochemical, fluorescence polarization. AID 748. FP displacement of FITC-TR3 peptide from Bcl-B; higher % means a stronger effect. 96,000 compounds, 0.11% hits. displacement, % at 20 µM; hits with a dose series show IC50 in µM;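 active means displacement above 50% at 20 µM plus a fluorescence interference ratio under 1.5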;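 further: plate controls were wells without compound for no effect and wells lacking Bcl-B protein for full effect; a part of the inactive calls stands beside numbers as strong as those of hits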
PLAP inhibition = inhibition of human placental alkaline phosphatase – biochemical, luminescence, HTS (AID 690); purified PLAP, luminescent substrate; higher % means a stronger effect; one-dose inhibition, % at 20 µM; IC50 in µM for titrated hits; 96,000 compounds, 0.08% hits; in the data active means a potency from the dose series; inactive means the rest, 99 in 100 with inhibition below about 30%; further: strong numbers were not always called active
MRP resist rev = MRP-mediated drug resistance reversal. H69AR cells + 2 uM doxorubicin, CellTiter-Glo, 72 h. differential viability (reversal), % at 10 µM. 85,000 compounds, 0.04% hits. AID 602;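 active means viability drop by adding the cancer drug above about 55%, with treated viability meeting a 40% cutoff, limit read from the data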;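 further: viability without doxorubicin minus viability with 2 µM doxorubicin for each compound; larger differential means the compound sensitizes cells more to doxorubicin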
IL1B NFkB pot = enhances IL-1B driven NFkB nuclear translocation; AID 819; 94,000 compounds, 0.3% hits; HUVEC IL-1B NFkB p65 nuclear translocation imaging; activation, % at 2 µM;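 active means activation above 40%, about the mean plus 3 SD, also judged a hit on visual image review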;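 further: percent activation is computed from the nuclear over cytoplasmic p65 intensity ratio; values of inactives mirror those of a sister screen read the other way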
MRP resist rev cytotoxicity = further read-out of MRP resist rev, marked with its call; viability, %; H69AR cells, CellTiter-Glo, 72 h; measured here: cytotoxicity without doxorubicin
MRP resist rev with doxorubicin = recorded beside MRP resist rev, whose call it bears; viability, %; measured here: viability with 2 uM doxorubicin; hits give low values
NFkB transloc inh cell count 2 µM = second read-out of NFkB transloc inh, no call of its own (marks repeat the call); cell count; measured here: cells passing quality filter;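 raw number of nuclei counted in each imaged well without normalization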
IL1B NFkB pot cell count 2 µM = further read-out of IL1B NFkB pot, marked with its call; cell count; measured here: cells passing quality filter
* hit, by the source's call. The list is partial; count on the stated rates, not on these rows.

Screening COc1ccccc1NC(=O)N1CCCC1C(=O)NC12CC3CC(CC(C3)C1)C2 (configuration not stated) returned NFkB transloc inh 0, Bcl-B TR3 displacers -1%, PLAP inhibition -17%, MRP resist rev 16, IL1B NFkB pot 0, MRP resist rev cytotoxicity 96, MRP resist rev with doxorubicin 80, NFkB transloc inh cell count 2 µM 81 and IL1B NFkB pot cell count 2 µM 81.
c1ccc(-c2nc(NCc3ccco3)c3ccccc3n2)cc1 was read as NFkB transloc inh -16, MRP resist rev 0, IL1B NFkB pot 16, MRP resist rev cytotoxicity 88, MRP resist rev with doxorubicin 87, NFkB transloc inh cell count 2 µM 92 and IL1B NFkB pot cell count 2 µM 92.
`CCOC(=O)C1=C(N)OC2=C(C(=O)CCC2)C1c1ccc(C)s1` (configuration not stated) gave Bcl-B TR3 displacers 11%, PLAP inhibition -20%, MRP resist rev 19, MRP resist rev cytotoxicity 102 and MRP resist rev with doxorubicin 83.
For CCN1C(=O)C2(C(C#N)=C(N)Oc3n[nH]c(-c4ccc(Cl)cc4)c32)c2ccccc21 (configuration not stated) the results were NFkB transloc inh 6, Bcl-B TR3 displacers 5%, PLAP inhibition -92%, MRP resist rev 22, IL1B NFkB pot -6, MRP resist rev cytotoxicity 46, MRP resist rev with doxorubicin 25, NFkB transloc inh cell count 2 µM 116 and IL1B NFkB pot cell count 2 µM 116.
Screening C=C(C)COc1ccc2oc(C)c(C(=O)OCCOC)c2c1 returned NFkB transloc inh -1, Bcl-B TR3 displacers 1%, PLAP inhibition -38%, MRP resist rev 14, IL1B NFkB pot 1, MRP resist rev cytotoxicity 94, MRP resist rev with doxorubicin 80, NFkB transloc inh cell count 2 µM 90 and IL1B NFkB pot cell count 2 µM 90.
Screening CN(Cc1ccccc1)C(=O)c1cnc2n(c1=O)CCS2 returned NFkB transloc inh -10, MRP resist rev 11, IL1B NFkB pot 10, MRP resist rev cytotoxicity 94, MRP resist rev with doxorubicin 83, NFkB transloc inh cell count 2 µM 114 and IL1B NFkB pot cell count 2 µM 114.
Screening CC(=O)OCC1OC(n2ccc(=O)[nH]c2=O)C(O)C1O (configuration not stated) returned NFkB transloc inh 4, Bcl-B TR3 displacers -6%, PLAP inhibition 3%, MRP resist rev 6, IL1B NFkB pot -4, MRP resist rev cytotoxicity 90, MRP resist rev with doxorubicin 83, NFkB transloc inh cell count 2 µM 131 and IL1B NFkB pot cell count 2 µM 131.
Oc1c(Cl)cc(Cl)cc1C(C#Cc1ccccc1)N1CCOCC1 (configuration not stated) was read as NFkB transloc inh -8, Bcl-B TR3 displacers 2%, PLAP inhibition -25%, IL1B NFkB pot 8, NFkB transloc inh cell count 2 µM 100 and IL1B NFkB pot cell count 2 µM 100.
Screening CCCCOc1ccc(Cl)cc1CSc1nnc(C)n1N returned NFkB transloc inh -4, Bcl-B TR3 displacers -3%, PLAP inhibition 14%, MRP resist rev -7, IL1B NFkB pot 4, MRP resist rev cytotoxicity 102, MRP resist rev with doxorubicin 109, NFkB transloc inh cell count 2 µM 127 and IL1B NFkB pot cell count 2 µM 127.
`CSc1nc(C)cc(OCC(=O)n2nc(C)cc2C)n1` gave NFkB transloc inh -3, Bcl-B TR3 displacers -5%, PLAP inhibition 0%, MRP resist rev 1, IL1B NFkB pot 3, MRP resist rev cytotoxicity 92, MRP resist rev with doxorubicin 92, NFkB transloc inh cell count 2 µM 182 and IL1B NFkB pot cell count 2 µM 182.
Cc1ccc(-c2nc(CS(=O)CC(=O)NC3CCC(C)CC3)c(C)o2)cc1 (configuration not stated) was read as Bcl-B TR3 displacers -12%, PLAP inhibition -65%, MRP resist rev 12, MRP resist rev cytotoxicity 106 and MRP resist rev with doxorubicin 94.
For COC(=O)C1=C(C)NC2=C(C(=O)CCC2)C1c1cn(Cc2ccc(Br)cc2)nc1-c1ccccc1 (configuration not stated) the results were NFkB transloc inh -3, Bcl-B TR3 displacers 10%, PLAP inhibition -59%, IL1B NFkB pot 3, NFkB transloc inh cell count 2 µM 164 and IL1B NFkB pot cell count 2 µM 164.
`CCc1ccc(NC(=O)CSc2nnc(CNC(=O)c3c(F)cccc3Cl)o2)cc1` gave NFkB transloc inh 20, Bcl-B TR3 displacers -13%, PLAP inhibition -36%, MRP resist rev 9, IL1B NFkB pot -20, MRP resist rev cytotoxicity 87, MRP resist rev with doxorubicin 78, NFkB transloc inh cell count 2 µM 136 and IL1B NFkB pot cell count 2 µM 136.
O=C(Oc1oc(-c2ccco2)nc1C=Nc1ccccc1)c1ccoc1 was read as Bcl-B TR3 displacers 3%, PLAP inhibition -36%, MRP resist rev -18, MRP resist rev cytotoxicity 38 and MRP resist rev with doxorubicin 56.
For COc1ccc(OCC(=O)Nc2nc3ccccc3[nH]2)cc1 the results were NFkB transloc inh 8, Bcl-B TR3 displacers -5%, PLAP inhibition -55%, MRP resist rev -14, IL1B NFkB pot -8, MRP resist rev cytotoxicity 71, MRP resist rev with doxorubicin 85, NFkB transloc inh cell count 2 µM 184 and IL1B NFkB pot cell count 2 µM 184.
For Cc1cc(NC(=O)CSc2nc3ccccc3n2CC(=O)N2CC(C)CC(C)C2)no1 (configuration not stated) the results were Bcl-B TR3 displacers -3%, PLAP inhibition 12%, MRP resist rev 0, MRP resist rev cytotoxicity 55 and MRP resist rev with doxorubicin 56.
For Cc1ccc(C2Nc3ccc4ccccc4c3C3=C2C(=O)CC(C)(C)C3)o1 (configuration not stated) the results were NFkB transloc inh -26, MRP resist rev 2, IL1B NFkB pot 26, MRP resist rev cytotoxicity 74, MRP resist rev with doxorubicin 72, NFkB transloc inh cell count 2 µM 150 and IL1B NFkB pot cell count 2 µM 150.
Screening Cn1cc(S(=O)(=O)NCc2ccco2)c(=O)n(C)c1=O returned NFkB transloc inh -3, Bcl-B TR3 displacers 2%, PLAP inhibition 17%, MRP resist rev 0, IL1B NFkB pot 3, MRP resist rev cytotoxicity 89, MRP resist rev with doxorubicin 88, NFkB transloc inh cell count 2 µM 47 and IL1B NFkB pot cell count 2 µM 47.
`CCOC(=O)C1(CC)NC(c2ccc(N(C)C)cc2)C2C(=O)N(C)C(=O)C21` (configuration not stated) gave NFkB transloc inh 19, Bcl-B TR3 displacers 10%, PLAP inhibition -15%, MRP resist rev 1, IL1B NFkB pot -19, MRP resist rev cytotoxicity 93, MRP resist rev with doxorubicin 92, NFkB transloc inh cell count 2 µM 101 and IL1B NFkB pot cell count 2 µM 101.
`O=C(O)c1cc2c(ccc3ccccc32)oc1=O` gave NFkB transloc inh 0, Bcl-B TR3 displacers -2%, PLAP inhibition -2%, MRP resist rev -19, IL1B NFkB pot 0, MRP resist rev cytotoxicity 100, MRP resist rev with doxorubicin 119, NFkB transloc inh cell count 2 µM 98 and IL1B NFkB pot cell count 2 µM 98.
`CCCCNC(=O)CC(=O)Nc1ccccc1C(=O)O` gave NFkB transloc inh -21, Bcl-B TR3 displacers -2%, PLAP inhibition -8%, MRP resist rev -3, IL1B NFkB pot 21, MRP resist rev cytotoxicity 93, MRP resist rev with doxorubicin 97, NFkB transloc inh cell count 2 µM 180 and IL1B NFkB pot cell count 2 µM 180.
For CC1C(C#N)=C(N)OC2=C1C(=O)CCC2 (configuration not stated) the results were NFkB transloc inh 6, Bcl-B TR3 displacers -8%, PLAP inhibition 6%, MRP resist rev -31, IL1B NFkB pot -6, MRP resist rev cytotoxicity 73, MRP resist rev with doxorubicin 104, NFkB transloc inh cell count 2 µM 197 and IL1B NFkB pot cell count 2 µM 197.
Screening COCCn1c(SCC#N)nnc1-c1ccc(OC)cc1 returned NFkB transloc inh -17, MRP resist rev -1, IL1B NFkB pot 17, MRP resist rev cytotoxicity 98, MRP resist rev with doxorubicin 99, NFkB transloc inh cell count 2 µM 127 and IL1B NFkB pot cell count 2 µM 127.
Screening CCCC(=O)N1CC2(CCC)CN(C(=O)CCC)CC(CCC)(C1)C2=O returned NFkB transloc inh -22, Bcl-B TR3 displacers -3%, PLAP inhibition -8%, MRP resist rev 19, IL1B NFkB pot 22, MRP resist rev cytotoxicity 95, MRP resist rev with doxorubicin 76, NFkB transloc inh cell count 2 µM 181 and IL1B NFkB pot cell count 2 µM 181.
COc1ccc(S(=O)(=O)N2CCC(C(=O)NCCc3ccc4c(c3)OCO4)CC2)cc1 was read as NFkB transloc inh -4, Bcl-B TR3 displacers -3%, PLAP inhibition -34%, MRP resist rev 0, IL1B NFkB pot 4, MRP resist rev cytotoxicity 95, MRP resist rev with doxorubicin 95, NFkB transloc inh cell count 2 µM 151 and IL1B NFkB pot cell count 2 µM 151.
Cc1cc(C(F)F)n2nc(C(=O)Nc3ccc(F)cc3F)nc2n1 was read as NFkB transloc inh 3, Bcl-B TR3 displacers -1%, PLAP inhibition -17%, MRP resist rev -6, IL1B NFkB pot -3, MRP resist rev cytotoxicity 92, MRP resist rev with doxorubicin 99, NFkB transloc inh cell count 2 µM 156 and IL1B NFkB pot cell count 2 µM 156.
Screening Cc1ccc(NC(NC(=O)c2ccccn2)C(Cl)(Cl)Cl)cc1 (configuration not stated) returned NFkB transloc inh -29, Bcl-B TR3 displacers -6%, PLAP inhibition 10%, IL1B NFkB pot 29, NFkB transloc inh cell count 2 µM 129 and IL1B NFkB pot cell count 2 µM 129.
`CC(C)NC(=O)C(=O)NC1CCCCCC1` gave NFkB transloc inh -20, Bcl-B TR3 displacers -13%, PLAP inhibition 20%, MRP resist rev 11, IL1B NFkB pot 20, MRP resist rev cytotoxicity 100, MRP resist rev with doxorubicin 89, NFkB transloc inh cell count 2 µM 177 and IL1B NFkB pot cell count 2 µM 177.
Screening Fc1ccc2nc3n(c2c1F)CCCCCC3 returned NFkB transloc inh -10, Bcl-B TR3 displacers 9%, PLAP inhibition -9%, MRP resist rev 21, IL1B NFkB pot 10, MRP resist rev cytotoxicity 93, MRP resist rev with doxorubicin 73, NFkB transloc inh cell count 2 µM 184 and IL1B NFkB pot cell count 2 µM 184.
For O=C(N1CCC(O)(c2cccnc2)CC1)C12CC3CC(CC(C3)C1)C2 the results were NFkB transloc inh 8, Bcl-B TR3 displacers 1%, PLAP inhibition -7%, MRP resist rev 2, IL1B NFkB pot -8, MRP resist rev cytotoxicity 97, MRP resist rev with doxorubicin 95, NFkB transloc inh cell count 2 µM 118 and IL1B NFkB pot cell count 2 µM 118.
Screening Cc1cccc2cc(CN(CCCN3CCOCC3)Cc3nnnn3C(C)(C)C)c(=O)[nH]c12 returned NFkB transloc inh 0, Bcl-B TR3 displacers -3%, PLAP inhibition -56%, MRP resist rev 9, IL1B NFkB pot -1, MRP resist rev cytotoxicity 88, MRP resist rev with doxorubicin 80, NFkB transloc inh cell count 2 µM 91 and IL1B NFkB pot cell count 2 µM 91.
CSC(=NCCCN1CCOCC1)NS(=O)(=O)c1cccs1 was read as Bcl-B TR3 displacers 1%, PLAP inhibition -8%, MRP resist rev 7, MRP resist rev cytotoxicity 88 and MRP resist rev with doxorubicin 81.
For Cc1ccc(S(=O)(=O)N2CCCC2C(=O)N2CCCCCC2)cc1 (configuration not stated) the results were NFkB transloc inh -4, Bcl-B TR3 displacers 0%, PLAP inhibition -21%, MRP resist rev -4, IL1B NFkB pot 4, MRP resist rev cytotoxicity 98, MRP resist rev with doxorubicin 102, NFkB transloc inh cell count 2 µM 125 and IL1B NFkB pot cell count 2 µM 125.
Screening COc1ccc(CCNC(=O)CN(c2ccccc2)S(C)(=O)=O)cc1OC returned NFkB transloc inh -15, Bcl-B TR3 displacers -5%, PLAP inhibition -36%, MRP resist rev -7, IL1B NFkB pot 15, MRP resist rev cytotoxicity 91, MRP resist rev with doxorubicin 98, NFkB transloc inh cell count 2 µM 163 and IL1B NFkB pot cell count 2 µM 163.
